Bioassay records as filed in PubChem BioAssay.
SW480 rerep = inducers of DNA re-replication in SW480 colon cancer cells | SW480 DNA re-replication, Hoechst DNA content imaging, 48 h | Potency, µM (highest dose often 46.1 µM), for inactives: at the top dose re-replication activation, usual class: activators | 340,000 tested, 1.8% active | AID 624297; further: potency means the concentration at half of the fitted maximal effect; % of control where 0% means no effect; nearly all actives have a fitted effect of over 55% in size
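SW480 cells exposed to compounds for 48 hr at 37 C, 5% CO2, then Hoechst-stained 40 min. Nuclear DNA content imaged by fluorescence scanning (405 nm excitation, 500-530 nm emission); re-replication scored as increased high-intensity nuclei.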
IL1B secr inh = inhibitors of inflammasome signaling (IL-1 beta secretion). activity change, % at 57.5 µM. AID 743279. THP-1 LPS/ATP IL-1B secretion, AlphaLISA, 16 h; active compounds read low. 360,000 tested, 4.7% active; in the data active means activity change below about -50%; inconclusive means mostly about -30% to -49%; further: on the % scale 0 is the no-effect control and ±100 the full control effect
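THP-1 cells pretreated 1 hr with compounds (up to 57.5 uM final), then stimulated with LPS (250 ng/mL final) plus ATP (1.25 mM final); secreted IL-1B measured by AlphaLISA after 16 hr, decreased signal indicating inhibition.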
HT1080-NT tox = kills 2HG-producing HT-1080-NT fibrosarcoma cells; HT-1080-NT fibrosarcoma viability, CellTiter-Glo ATP luminescence, 48 h; Potency, µM (series often up to 46.1 µM), without a hit: at the top dose activity, negative = less viability, usual class: cytotoxic; 360,000 tested, 1.6% active; AID 686970;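 further: NT is the 2HG producing partner of a matched IDH1 knockdown line; potency means the concentration at half of the fitted maximal effect; 0% = DMSO-treated cells and -100% = media-only wells without cells; nearly all actives have a fitted effect of over 55% in size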
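Fibrosarcoma NT cells, 750 per well in 5% FBS RPMI, were exposed to compound for 48 hours. Viability: CellTiter-Glo luminescence.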
DRD3 agonist = activates the human D3 dopamine receptor; P35462; 410,000 tested, 0.58% active; max activation, %; D3R DiscoveRx beta-arrestin cells, luminescence, 90 min; in the data active means max activation above about 30%; further: 0% is about no effect; mostly tested at two doses, the higher about 12 µM
Target sequence (P35462 whole entry, looked up): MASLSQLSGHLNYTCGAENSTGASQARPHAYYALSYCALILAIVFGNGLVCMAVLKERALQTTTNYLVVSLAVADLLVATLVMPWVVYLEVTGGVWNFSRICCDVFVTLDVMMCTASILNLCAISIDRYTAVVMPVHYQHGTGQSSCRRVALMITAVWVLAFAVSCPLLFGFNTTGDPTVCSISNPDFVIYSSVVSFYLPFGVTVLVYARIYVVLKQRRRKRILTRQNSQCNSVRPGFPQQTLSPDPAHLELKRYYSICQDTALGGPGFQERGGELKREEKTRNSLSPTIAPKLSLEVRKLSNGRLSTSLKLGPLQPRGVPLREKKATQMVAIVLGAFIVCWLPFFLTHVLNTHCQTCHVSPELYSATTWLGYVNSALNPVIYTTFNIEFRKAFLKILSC
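Agonist-mode cell screen: cells plated at 1500/well and incubated overnight at 37 °C, then exposed to library compounds for 90 min at 37 °C. Detection reagent was added for 30–60 min at room temperature, and luminescence was read.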
HEK293 tox = cytotoxic in the GLP-1 receptor inverse agonist counter-screen; HEK293 cAMP-luciferase reporter cells, luminescence, 24 h; Potency, µM (titrated, usually from 38.3 µM), for inactives: at the top dose activity change, negative = inhibition, hits mostly inhibitors; 410,000 tested, 0.13% active; AID 624418;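 further: loss of luciferase light is scored as toxicity; potency means the concentration at half of the fitted maximal effect; on the % scale 0 is the no-effect control and ±100 the full control effect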
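Step one: seed cells (200 cells/uL, DMEM with 10% Nu serum, 1% pen-strep). Step two: 12-hour incubation at 37 deg C. Step three: pin 23 nL compound, incubate 24 hr. Step four: add luciferase reagent, read luminescence 12 min later.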
KB-V1 MDR tox = kills drug-selected multidrug resistant KB-V1 cells; KB-V1 MDR cells viability, CellTiter-Glo, 72 h; 400,000 tested, 3.4% active; Potency, µM (top dose mostly 46.1 µM), inactives show at the highest dose activity change, negative = cytotoxicity, actives largely listed as cytotoxic; further: potency means the concentration at half of the fitted maximal effect; on the % scale 0 is the no-effect control and ±100 the full control effect; nearly all actives have a fitted effect of over 60% in size
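Readout: CellTiter-Glo luminescence, 10 min after addition. Cells: KB-V1 MDR subline, 72 h at 37 degrees C with compound. Analysis: corrected, normalized data fitted to concentration-effect curves.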
MCF10A rerep = inducers of DNA re-replication in MCF 10A breast cells; Potency, µM (titrated, usually from 46.1 µM), for inactives: at the highest dose activity, positive = re-replication, hits mostly activators; MCF 10A DNA re-replication, Hoechst nuclear intensity, 48 h; 350,000 tested, 2.9% active; AID 624296; further: potency means the concentration at half of the fitted maximal effect; % of control where 0% means no effect; nearly all actives have a fitted effect of over 50% in size
HT1080 IDH1KD tx = toxicity to HT-1080 IDH1 knockdown cells (counter line) | HT-1080 IDH1 knockdown viability, ATP luminescence, 48 h | Potency, µM (highest dose often 46.1 µM), for the others: at the top dose activity, negative = toxicity, hits mostly cytotoxic | 360,000 tested, 2% active;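 further: potency means the concentration at half of the fitted maximal effect; 0% = DMSO wells and -100% = cell-free medium wells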
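Using the IDH1-knockdown HT-1080 line run in the same batch and compound series as the NT line, viability after 48 h at 37 °C was determined by CellTiter-Glo luminescence and expressed as % activity.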
KB-3-1 tox = KB-3-1 parental cell cytotoxicity | 400,000 tested, 1.4% active | Potency, µM (series often up to 46.1 µM), for inactives: at the highest dose activity change, negative = cytotoxic, most hits filed as cytotoxic | AID 1347075 | KB-3-1 viability, CellTiter-Glo ATP luminescence, 72 h; further: potency means the concentration at half of the fitted maximal effect; on the % scale 0 is the no-effect control and ±100 the full control effect; nearly all actives have a fitted effect of over 60% in size
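Luminescent ATP read-out (CellTiter-Glo) measures survival of drug-naive KB-3-1 cells after 72 h compound exposure at 37 °C. Titration series was screened from lowest to highest concentration, with DMSO vehicle plates as background controls.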
An asterisk follows results filed as active; ? = inconclusive; · = no result given; & = joins results of further samples; [ ] = dose if it differs, or a comment. Unless noted, the call rests on the fitted dose curve; in most records, active means well fitted curve in the direction sought with a large enough effect; inconclusive means small, poorly fitted or top-dose-only effect, or another doubt; inactive means no such curve, though single readings can be large; an effect the other way counts as inactive or inconclusive.

SMILES	SW480 rerep	IL1B secr inh	HT1080-NT tox	DRD3 agonist	HEK293 tox	KB-V1 MDR tox	MCF10A rerep	HT1080 IDH1KD tx	KB-3-1 tox
COc1ccc(C2SCC(=O)N2c2ccc(OC)cc2)cc1 (configuration not stated)	1.2%	1.7	-1.7%	-4.1	21.4%	-9.0%	1.5%	-8.3%	1.0%
Cc1c(Nc2ncnc3nc[nH]c23)c(=O)n(-c2ccccc2)n1C	-2.6%	2.7	-2.9%	1.7	0.9%	?	-5.4%	-8.3%	5.3%
COc1ccc(N2CCN(C(=O)Cc3csc(NC(=O)Nc4ccccc4OC)n3)CC2)cc1	-4.2%	-18.5	-10.6%	11.7	-4.5%	?	11.2%	-11.1%	-6.1%
Cc1ccc(CC2(c3ccccc3)NC(=O)NC2=O)cc1 (configuration not stated)	?	16.1	-4.6%	-6.1	-6.9%	-1.5%	24.4%	-2.0%	-2.1%
Cc1c(C)c2ccc(OC(C)C(=O)NCCCn3ccnc3)c(C)c2oc1=O (configuration not stated)	3.1%	-14.2	-0.5%	-7.5	1.6%	23.7%	5.5%	6.2%	1.6%
C/C(=N\NC(=O)c1cc(-c2ccco2)nc2ccccc12)c1cccnc1	?	2.9	-6.7%	-5.4	-12.6%	8.5%	-15.0%	?	-0.2%
CCn1nc(C)c(CNC(=O)CCc2nnc(Cc3c[nH]c4ccccc34)o2)c1C	-2.9%	53.5	2.4%	-15.4	-8.4%	0.0%	2.8%	11.9%	3.1%
COc1cc(OC)cc(C(=O)Nn2cnnc2)c1	-14.7%	0.7	15.3%	-4.2	10.7%	23.7%	7.2%	22.0%	13.4%
c1cncc(-c2nn3cnnc3s2)c1	0.1%	-20.2	9.3%	0.9	2.9%	-3.1%	4.0%	1.1%	5.3%
CCN(C(=O)COc1ccc2ccc(=O)oc2c1)C1CCCCC1	-5.9%	15.8	10.7%	-7.5	5.1%	18.4µM*	0.0%	14.5%	-9.5%
Cc1cccc(CNc2ccc(S(=O)(=O)N3CCCCC3)cc2)c1	14.6%	-22.9	-4.9%	-5.2	3.3%	0.0%	?	1.5%	?
CSc1ncccc1C(=O)OCc1ccc([N+](=O)[O-])cc1	-13.0%	-22.5	7.2%	-14.0	8.3%	-18.6%	1.4%	8.8%	16.5%
CCCCN1C(=O)C(CC(=O)NC2CCCC2)CC(C(=O)N(C(C)C)C(C)C)=C1C (configuration not stated)	·	12.7	10.3%	1.2	3.8%	-19.8%	·	-0.8%	0.2%
CC(C)OC(=O)CSc1nc2ncc(Cl)cc2[nH]1	-1.4%	?	-3.4%	-11.9	-3.4%	1.2%	11.1%	-3.7%	-2.1%
O=C(c1ccc(S(=O)(=O)N2CCOCC2)cc1)N1CCN(S(=O)(=O)c2ccc(Cl)s2)CC1	-3.0%	-0.7	24.7%	6.0	5.5%	?	?	6.3%	-5.4%
C[C@@H]1CN(C(=O)c2nc3ccc(Cl)cn3c2CN[C@H]2CCCCNC2=O)C[C@H](C)O1	?	0.0	-5.4%	-13.8	3.7%	-9.5%	?	-1.7%	-6.6%
COCCNC(=O)C1(C)CCCN(C(=O)c2c(F)ccc(C)c2F)C1 (configuration not stated)	·	22.6	3.6%	4.5	-3.8%	3.0%	·	12.0%	0.0%
Cc1ccc(C)c(OCC(=O)N2CCN(c3ncccn3)CC2)c1	-8.4%	1.5	13.4%	4.1	1.5%	4.1%	1.4%	10.6%	?
Cc1cc(C)c2[nH]c(=O)c(CN(Cc3cccnc3)C(=S)NCCCN(C)C)cc2c1	28.3%	-5.3	2.2%	5.3	8.2%	5.3%	3.0%	-5.3%	8.2%
CCCc1c(Cc2cccc(F)c2)ncn1Cc1cccc(-c2ccccc2)c1	·	·	?	-8.4	0.1%	?	·	?	?
Cc1ccc(C)c(CNC(=O)c2ccc3c(c2)nc2n3CCCCC2)c1	·	·	·	-12.0	-19.8%	-3.2%	·	·	-13.7%
CCCN1CCN(CCCNC(=O)C(CC)n2nc(C)c3sc4ccccc4c3c2=O)CC1 (configuration not stated)	0.7%	0.0	-25.2%	-3.8	-17.1%	-30.4%	9.5%	-0.3%	13.3%
O=C(c1ccc(NC(=S)NCc2ccco2)cc1)N1CCOCC1	?	0.0	-7.2%	1.7	-2.9%	0.0%	23.6%	-4.3%	-10.6%
O=C(N/N=C/c1cc([N+](=O)[O-])cc([N+](=O)[O-])c1O)/C(=C\c1cccs1)NC(=O)c1ccccc1	-2.4%	7.1	1.3%	-9.3	0.4%	6.4%	2.5%	16.0%	6.6%

Rewritten in markdown: part of the list above
| Structure | SW480 rerep | IL1B secr inh | HT1080-NT tox | DRD3 agonist | HEK293 tox | KB-V1 MDR tox | MCF10A rerep | HT1080 IDH1KD tx | KB-3-1 tox |
| --- | --- | --- | --- | --- | --- | --- | --- | --- | --- |
| Cc1ccc(C)c(OCC(=O)N2CCN(c3ncccn3)CC2)c1 | -8.4% | 1.5 | 13.4% | 4.1 | 1.5% | 4.1% | 1.4% | 10.6% | ? |
| COc1ccc(N2CCN(C(=O)Cc3csc(NC(=O)Nc4ccccc4OC)n3)CC2)cc1 | -4.2% | -18.5 | -10.6% | 11.7 | -4.5% | ? | 11.2% | -11.1% | -6.1% |
| Cc1ccc(CC2(c3ccccc3)NC(=O)NC2=O)cc1 (configuration not stated) | ? | 16.1 | -4.6% | -6.1 | -6.9% | -1.5% | 24.4% | -2.0% | -2.1% |

The results go on:
SMILES	SW480 rerep	IL1B secr inh	HT1080-NT tox	DRD3 agonist	HEK293 tox	KB-V1 MDR tox	MCF10A rerep	HT1080 IDH1KD tx	KB-3-1 tox
CCc1ccc(N(CC(=O)NC2CCCCC2)C(=O)CCC(=O)Nc2ccccn2)cc1	-5.0%	4.4	5.3%	5.2	19.2%	?	-3.6%	5.0%	-1.9%
O=C(OCc1nnc(-c2ccccc2)o1)c1cc([N+](=O)[O-])ccc1Cl	6.1%	-0.4	21.7%	-10.4	15.7%	-8.4%	0.7%	13.0%	-7.9%
NC(=O)COC(=O)/C=C/c1cccc(Br)c1	-53.3%[inhibitor]	-3.6	20.7%	2.9	6.0%	4.7%	1.8%[9.22 µM]	4.2%	-0.6%
CCc1cc2c3c([nH]c2cc1S(=O)(=O)N1CCC2(CC1)OCCO2)CCCC3=O	-21.4%	-15.7	-15.4%	-3.4	4.2%	-16.3%	8.6%	-14.9%	-14.8%
CN(C)/C=N/NC(=O)c1ccccc1Cl	-4.0%	11.9	7.1%	-2.5	3.1%	1.4%	-1.0%	4.1%	-0.7%
O=C(Sc1ccc(Cl)cc1)c1ccccn1	-6.1%	-82.6*	?	12.5	-36.3%	1.0%	9.4%	23.1µM*	-2.7%
O=C(Oc1ccc(Br)cc1)C1CCN(C2=NS(=O)(=O)c3ccccc32)CC1	-7.2%	11.0	-11.0%	5.9	-9.3%	2.2%	-0.5%	-13.0%	?
Cc1nc(Cl)c(S(N)(=O)=O)c(C)c1Cl	-9.7%	41.2	1.8%	11.4	2.6%	1.5%	7.7%	4.5%	0.7%
CN(CC(=O)NCc1ccncc1)S(=O)(=O)c1ccccc1	-3.3%	3.1	8.3%	6.7	0.8%	1.5%	3.8%	0.0%	0.5%
COC(C[C@@H]1O[C@H]1[C@@H](O)[C@@H](C)OCc1ccccc1)OC	-4.7%	12.3	-16.4%	-0.2	-11.9%	12.6%	-24.9%	7.2%	15.8%
COc1cccc(OCc2cc(C(=O)N3CCN(C4CCCCC4)C(=O)C3)no2)c1	1.8%	13.6	6.1%	7.7	-5.2%	?	7.9%	-3.0%	-16.7%
O=C(NCc1ccccc1Cl)C1CCCN(S(=O)(=O)c2cccc3nonc23)C1 (configuration not stated)	5.0%	16.1	-10.3%	-7.7	-16.6%	-2.4%	?	-12.2%	2.3%
Cc1n[nH]c(C)c1Cc1c(F)cccc1Cl	3.4%	-2.2	-4.2%	5.8	-11.1%	0.8%	2.1%	-0.9%	-1.3%
COCCCn1c(SCC(=O)Nc2nnc(C)s2)nnc1-c1ccoc1C	-9.7%	-2.3	-2.7%	-0.8	-12.9%	7.3%	-4.4%	-0.2%	-0.8%
Cc1ccc(OCCn2cnc3cc([N+](=O)[O-])ccc3c2=O)cc1	-1.6%	15.8	-12.4%	4.0	-3.6%[0.307 µM]	?	18.2%	-25.2%	?
Cn1c(=O)n(/N=C/c2ccccc2)c2ccccc21	-12.2%	20.8	0.4%	2.7	-0.9%	?	-1.1%	5.7%	-6.0%
CCCCCCCCCC(=O)OCC(O)CO (configuration not stated)	-5.6%&3.1%	-2.9	-24.7%	3.2	-10.4%	4.5%	?	-1.1%	0.0%
C=CCn1c(=S)[nH]c2nc3c(cc2c1=O)COC(C)(C)C3	4.7%	11.8	3.5%	3.5	0.2%	0.0%	1.0%	18.6%	-9.5%
COc1ccc(N2CCN(C(=O)CCCCCn3c(=O)[nH]c4ccsc4c3=O)CC2)cc1	-8.0%	-1.4	2.0%	-4.9	-14.7%	?	0.4%	4.3%	-1.0%
CC1CC(C)(C)NCc2ccccc21 (configuration not stated)	-0.5%	-0.3	5.8%	1.4	-3.0%	17.3%	0.8%	15.9%	10.0%
CC(=O)Nc1ccc(NC(=O)C2CCCN(c3ncccn3)C2)cc1 (configuration not stated)	-6.9%	4.2	9.0%	1.0	-3.9%	20.6%	1.8%	1.7%	17.5%
O=C(CN1CCOCC1)Nc1c2c(nc3c1CCC3)CCC2	-8.4%	13.5	11.0%	-1.0	-1.4%	10.2%	-5.5%	5.6%	8.0%
CCOc1ccc(C2NC(=O)c3sc(=S)n(-c4ccccc4)c3N2)cc1 (configuration not stated)	-3.2%	18.6	2.9%	-19.3	0.0%	19.3%	-35.5%[inhibitor]	-0.1%	-6.2%
C[C@H]1C=C(C(=O)N2CCOCC2)O[C@@H](OCc2ccc(CO)cc2)C1	-8.9%	-8.7	9.7%	2.5	?	?	2.1%	4.7%	8.7%
CCOc1ccc(C2=NC(c3ccc(OC)cc3)=Nc3ccc(Cl)cc3N2)cc1	·	·	·	9.9	0.9%	-14.7%	·	·	-6.3%
